Screening results (PubChem BioAssay)
UBC13 inh: blocks human UBC13 polyubiquitin chain formation | P61088 | TR-FRET | inhibition, % at 20 µM | hit rate 0.47% among 330,000 | AID 485273; in the data active means inhibition above about 45%, passing the limit was not always enough; inconclusive means no clear call, values can overlap the other calls
SENP1 inh: blocks the human SENP1 SUMO protease catalytic domain; inhibition, % at 10 µM; hit rate 0.21% among 360,000; recombinant SENP1 catalytic domain, CyPet-SUMO1-YPet FRET cleavage; AID 624204; Q9P0U3;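 active means inhibition at least 30% at 10 µM, raw YFP signal under a set limit, fluorescence ratio 0.5 to 1.5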;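 further: 0% = enzyme with DMSO and 100% = no enzyme wells; some results filed as inactive read as strong as hits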
Target sequence (Q9P0U3 419-644 limits assumed): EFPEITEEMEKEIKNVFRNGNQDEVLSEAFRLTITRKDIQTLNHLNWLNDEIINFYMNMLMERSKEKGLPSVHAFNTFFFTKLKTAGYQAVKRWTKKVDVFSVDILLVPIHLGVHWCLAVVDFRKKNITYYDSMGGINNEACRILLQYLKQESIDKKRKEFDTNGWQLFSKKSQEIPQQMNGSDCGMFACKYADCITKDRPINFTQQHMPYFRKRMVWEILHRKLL
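material = recombinant human SENP1 catalytic domain, His6-tagged | quantity = 20 pM enzyme | reagent = 25 nM SUMO1 FRET substrate | compound dosing = 10 µM single point, 0.5% DMSO | timing = 50 min enzyme reaction, room temperature, light-protected | detection = FRET, CFP and YFP emission | control set = no-enzyme low, enzyme-DMSO high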
SENP8 block-1: blocks the human protease SENP8; Q96LD8; purified SENP8, Z-RLRGG-aminoluciferin cleavage, luminescence; inhibition, % at 10 µM; hit rate 1.2% among 330,000; AID 2540; in the data active means inhibition above about 50%
SENP6 inh: SENP6 protease inhibition; Q9GZR1; Recombinant SENP6 catalytic domain, aminoluciferin luminescence; inhibition, % at 10 µM; hit rate 1.8% among 330,000;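 active means inhibition above about 50% at the single tested dose, limit read from the data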;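 further: plate controls were DMSO wells with enzyme for no effect and DMSO wells lacking enzyme for full effect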
SENP8 block-2: inhibitors of human SENP8 protease; Q96LD8; recombinant SENP8, Nedd8 substrate fluorescence; inhibition, % at 20 µM; hit rate 0.64% among 360,000; AID 602440; in the data active means inhibition mostly above about 40%, no sharp cut-off; inactive means mostly below about 27%
SENP7 block: SENP7 protease inhibition; Q9BQF6; hit rate 1.5% among 330,000; recombinant SENP7, Z-RLRGG-aminoluciferin luminescence, 40 min; inhibition, % at 5 µM; AID 434973;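 active means inhibition above about 50% at the single test dose, limit read from the data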;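 further: plate controls were DMSO with enzyme for no effect and no enzyme buffer wells for full effect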
Target sequence (Q9BQF6 706-1050 limits assumed): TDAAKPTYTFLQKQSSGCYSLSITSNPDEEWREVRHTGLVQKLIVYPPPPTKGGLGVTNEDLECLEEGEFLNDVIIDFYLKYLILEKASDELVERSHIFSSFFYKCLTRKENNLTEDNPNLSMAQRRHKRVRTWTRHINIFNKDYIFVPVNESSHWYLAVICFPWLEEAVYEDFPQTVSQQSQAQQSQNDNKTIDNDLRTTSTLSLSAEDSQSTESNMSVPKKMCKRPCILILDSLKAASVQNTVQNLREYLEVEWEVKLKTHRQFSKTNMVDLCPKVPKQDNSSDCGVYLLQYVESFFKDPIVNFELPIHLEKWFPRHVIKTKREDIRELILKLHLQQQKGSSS
A3G deaminase: inhibitors of human APOBEC3G DNA deaminase; hit rate 0.28% among 330,000; Q9HC16; recombinant A3G, ssDNA deamination FAM/TAMRA fluorescence; inhibition, % at 20 µM;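 active means inhibition of at least 40% at 20 µM, with no more than 30% in the related APOBEC3A deaminase screen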;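 further: plate controls were DMSO wells with A3G for no effect and wells lacking A3G enzyme for full effect; some compounds called inactive have numbers as strong as hits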
Target sequence (Q9HC16 whole entry, looked up): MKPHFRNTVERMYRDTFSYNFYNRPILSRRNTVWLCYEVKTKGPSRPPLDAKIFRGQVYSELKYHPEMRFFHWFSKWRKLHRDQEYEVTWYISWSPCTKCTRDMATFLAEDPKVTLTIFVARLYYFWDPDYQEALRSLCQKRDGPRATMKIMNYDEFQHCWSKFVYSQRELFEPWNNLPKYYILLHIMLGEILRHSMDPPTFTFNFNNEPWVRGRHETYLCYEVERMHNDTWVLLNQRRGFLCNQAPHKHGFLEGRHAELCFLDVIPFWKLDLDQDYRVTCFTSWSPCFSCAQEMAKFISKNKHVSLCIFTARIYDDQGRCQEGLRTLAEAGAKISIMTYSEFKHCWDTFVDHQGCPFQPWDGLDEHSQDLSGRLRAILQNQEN
Apaf-1 inh: human Apaf-1 inhibition | O14727 | reconstituted apoptosome caspase-3 activity, DEVD-Rh110 fluorescence | inhibition, % at 20 µM | hit rate 0.71% among 330,000; active means inhibition of at least 40% at 20 µM;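 further: plate controls were DMSO wells for no effect and DEVD-CHO caspase inhibitor wells for full effect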
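Material: reconstituted apoptosome with Apaf-1, cytochrome c, caspase-9, procaspase-3, dATP / Buffer or medium: pH 7.5 Hepes buffer with CHAPS, BSA, DTT / Also added: cytochrome c with DEVD-Rh110 / Schedule: compound with Apaf-1, dATP, procaspase-3 30 min, then 50 min reaction, room temperature / Technique: rhodamine 110 fluorescence at Ex 480/Em 540 nm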
The depositor's hits bear a star; ? = inconclusive.

SMILES	UBC13 inh	SENP1 inh	SENP8 block-1	SENP6 inh	SENP8 block-2	SENP7 block	A3G deaminase	Apaf-1 inh
C#CCOCCOCCOCCNc1nc(N2CCN(C(=O)CCCCCCCCCCNC(=O)[C@@H](CCC(=O)O)n3cc(CCCCCN)nn3)CC2)nc(N2CCN(C(=O)CCCCCCCCCCNC(=O)[C@H]([C@@H](C)CC)n3cc(CCCCCN)nn3)CC2)n1	114*	3	-6	-11	8	-3	0	61*
CCC(=O)Nc1sc(C(=O)N2CCCCC2)c(C)c1C#N	2	1	-6	-8	4	2	5	-3
CN(C)/C=N/C(=S)Nc1ccc(Cl)cc1Cl	20	2	1	7	24	-9	-4	-16
CCc1nccn1CCC(=O)N1CCCC(N2CCN(c3ccccc3C)CC2)C1 (stereo unspecified)	-2	1	-12	2	5	-6	-10	10
CCO[C@@H]1OC(C(=O)NCc2nc3ccccc3[nH]2)=C[C@H](c2csc3ccccc23)[C@H]1CCCO	12	2	0	-6	12	0	1	29
Cn1c(=O)c2c(nc(CN3CCN(C(=O)c4ccco4)CC3)n2Cc2ccc(F)cc2)n(C)c1=O	-6	-6	-4	-14	4	-10	-1	17
CC(C)c1ccc(N(C(=O)c2ccco2)C(C(=O)NC2CCCC2)c2ccncc2)cc1 (stereo unspecified)	-3	1	-8	-11	14	-4	-4	6
COCCCNS(=O)(=O)c1ccc(S(=O)(=O)N2CCCC2)cc1	-1	1	-4	-6	13	11	1	6
O=C(COC(=O)c1ccc[nH]c1=O)Nc1ccc(S(=O)(=O)N2CCCC2)cc1	-9	-1	-8	-9	-59	3	5	-16
CCOc1cc(CNn2cnnc2)cc(Br)c1OCC(=O)NC1CCCCC1	-2	3	3	-2	25	18	-1	8
Cc1ccc(NC(=O)CSc2nc(C)c(C)c(C)n2)c([N+](=O)[O-])c1	15	0	-2	9	20	0	-6	-6
Cc1cccc(-c2n[nH]c(S(C)(=O)=O)c2C#N)c1	-4	-3	-4	-14	0	2	-6	-19
CC(=O)C1=C(C)NC(SCC(N)=O)=C(C#N)C1CC(C)C (stereo unspecified)	?	-3	-3	-15	3	-6	-1	9
O=C(Oc1coc(CSc2ncccn2)cc1=O)c1cccc([N+](=O)[O-])c1	12	2	-1	-4	27	4	2	-5
CCC1CCCCN1c1nc2c(C=O)c(C)nn2c2ccccc12 (stereo unspecified)	21	-10	4	4	-291	11	-2	14
Cc1oc(-c2ccc(Cl)cc2)nc1CS(=O)CC(=O)NCc1ccccc1 (stereo unspecified)	7	0	5	6	-1	2	-6	1
Cc1ccc(OCC(=O)NC2CCSc3ccccc32)cc1 (stereo unspecified)	1	0	7	-5	12	8	-2	16
Cc1ccc(CNCC2CCCO2)o1 (stereo unspecified)	4	-1	2	4	26	-2	-5	-4
COc1ccccc1CC(=O)NN1C(=O)c2ccccc2C1=O	-6	2	-5	-9	-7	-2	-12	4
OCCSc1ncnc2c1oc1ccccc12	-4	3	0	-9	24	8	10	13

UBC13 inh, hit marks shown above
smiles	UBC13 inh	SENP1 inh	SENP6 inh	SENP7 block	A3G deaminase
C#CCOCCOCCOCCNc1nc(N2CCN(C(=O)CCCCCCCCCCNC(=O)[C@@H](CCC(=O)O)n3cc(CCCCCN)nn3)CC2)nc(N2CCN(C(=O)CCCCCCCCCCNC(=O)[C@H]([C@@H](C)CC)n3cc(CCCCCN)nn3)CC2)n1	114*	3	-11	-3	0

Continuation.
SMILES	UBC13 inh	SENP1 inh	SENP8 block-1	SENP6 inh	SENP8 block-2	SENP7 block	A3G deaminase	Apaf-1 inh
Cc1ccc(N/N=C/C=C/c2ccco2)cc1	-4	-28	-18	-11	-430	1	-7	6
COc1cc(/C=N/Nc2ccccn2)ccc1O	-9	-1	-1	6	4	7	-5	-22
COc1cc(NC(=O)c2cc(C)nc3ccccc23)cc(OC)c1OC	1	-3	1	10	13	-2	-5	-3
CCCCN(C)Cc1c(C)[nH]c2ccc(Cl)cc2c1=O	4	2	9	-20	14	6	-8	-20
Cc1ccc2cc3c(NS(=O)(=O)c4cccc5nonc45)nn(CC(C)C)c3nc2c1	-16	-2	1	17	18	4	-4	6
CCCCc1nnc(NC(=O)CCc2ccccc2)s1	-1	1	-4	-23	7	4	9	10
N#C/C(C(=O)N1CCCCC1)=C1/N=C(NC(=O)c2ccc(F)cc2)c2ccccc21	2	0	-3	-1	34	3	-7	6
O=C(CNC(=O)c1ccc2c(=O)n3c(nc2c1)CCC3)Nc1ccc(F)c(F)c1	-7	1	-8	-9	1	9	19	4
Cc1ccc(CNC(=O)CSCc2cccc(F)c2)cc1	-8	1	-10	-10	2	-9	-5	-1
CC(=O)Oc1ccc(/C(C)=N\N2CCN(Cc3ccc(Cl)cc3)CC2)cc1	3	1	-8	5	16	-6	-17	-15
CCc1c(C#N)c(SCCC(=O)Nc2ccc(C)cc2)nc2c1C(=O)CC(C)(C)C2	-5	-1	5	-28	18	5	7	23
Cc1ccc(C(=O)Nc2sc(C(=O)N(C)C)c(C)c2C#N)cc1	-1	-22	-8	-20	-18	6	-10	-26
CCc1cc(C(=O)Nc2ccccc2N2CCOCC2)sc1C	8	-2	2	-7	14	14	1	8
NS(=O)(=O)c1ccc(Oc2ccc(S(N)(=O)=O)cc2)cc1	2	1	-4	3	8	-2	-4	14
CCOc1ccccc1-c1cc(-c2n[nH]c(=S)n2CC)c2ccccc2n1	-1	3	0	-26	-399	5	-9	2
O=C1CN(C(=O)CC2c3ccccc3-c3ccccc32)CC(=O)N1	2	3	1	-10	20	0	-10	6
Cc1ccc(NC(=O)C2CCCN(S(=O)(=O)c3ccc4c(c3)oc(=O)n4C)C2)nc1 (stereo unspecified)	4	4	-2	4	14	-6	-4	1
COC(=O)C1C/C(=N\NS(=O)(=O)c2ccc(C)cc2)c2ccccc2C1 (stereo unspecified)	-7	0	-9	-15	11	9	-7	12
COc1ccccc1N1CCN(S(=O)(=O)/C=C/c2ccccc2)CC1	3	1	-8	-17	11	-3	-3	8
CC(Oc1ccc(Br)cc1)C(=O)N(C)CC(=O)Nc1ccc(N2CCOCC2)cc1 (stereo unspecified)	32	-6	10	0	2	4	-8	29

Some of the entries so far, as a markdown table.
| structure | UBC13 inh | SENP1 inh | SENP8 block-1 | SENP6 inh | SENP8 block-2 | SENP7 block | A3G deaminase | Apaf-1 inh |
| --- | --- | --- | --- | --- | --- | --- | --- | --- |
| N#C/C(C(=O)N1CCCCC1)=C1/N=C(NC(=O)c2ccc(F)cc2)c2ccccc21 | 2 | 0 | -3 | -1 | 34 | 3 | -7 | 6 |
| O=C(CNC(=O)c1ccc2c(=O)n3c(nc2c1)CCC3)Nc1ccc(F)c(F)c1 | -7 | 1 | -8 | -9 | 1 | 9 | 19 | 4 |
| Cc1ccc(CNC(=O)CSCc2cccc(F)c2)cc1 | -8 | 1 | -10 | -10 | 2 | -9 | -5 | -1 |
| CC(=O)Oc1ccc(/C(C)=N\N2CCN(Cc3ccc(Cl)cc3)CC2)cc1 | 3 | 1 | -8 | 5 | 16 | -6 | -17 | -15 |
| CCc1c(C#N)c(SCCC(=O)Nc2ccc(C)cc2)nc2c1C(=O)CC(C)(C)C2 | -5 | -1 | 5 | -28 | 18 | 5 | 7 | 23 |
| Cc1ccc(C(=O)Nc2sc(C(=O)N(C)C)c(C)c2C#N)cc1 | -1 | -22 | -8 | -20 | -18 | 6 | -10 | -26 |
| CCc1cc(C(=O)Nc2ccccc2N2CCOCC2)sc1C | 8 | -2 | 2 | -7 | 14 | 14 | 1 | 8 |

Whole records from above.
Entry for `COC(=O)C1C/C(=N\NS(=O)(=O)c2ccc(C)cc2)c2ccccc2C1` (stereo unspecified) = UBC13 inh: -7; SENP1 inh: 0; SENP8 block-1: -9; SENP6 inh: -15; SENP8 block-2: 11; SENP7 block: 9; A3G deaminase: -7; Apaf-1 inh: 12
Entry for `CCCCN(C)Cc1c(C)[nH]c2ccc(Cl)cc2c1=O` = UBC13 inh: 4; SENP1 inh: 2; SENP8 block-1: 9; SENP6 inh: -20; SENP8 block-2: 14; SENP7 block: 6; A3G deaminase: -8; Apaf-1 inh: -20

More records:
SMILES	UBC13 inh	SENP1 inh	SENP8 block-1	SENP6 inh	SENP8 block-2	SENP7 block	A3G deaminase	Apaf-1 inh
CC1CCCCN1C(=O)Cn1c(=O)n(CCC(=O)NCc2ccco2)c(=O)c2sccc21 (stereo unspecified)	13	2	1	7	-6	0	-8	-21
O=C(/C=C/c1ccc(S(=O)(=O)N2CCOCC2)cc1)Nc1cc(F)ccc1F	-3	4	-7	-13	8	-5	-8	-6
Cc1ccc(NC(=O)c2cc(C(=O)Nc3ccc(C)cc3)n(C)n2)cc1	0	-2	-3	-7	-90	-5	-8	-4
CCN(CC)S(=O)(=O)c1cc(NC(=O)c2cccc(N3C(=O)CCC3=O)c2)ccc1Cl	2	-1	-7	3	6	-4	-10	3
CCN(CC)CCCN(Cc1cc2cc3c(cc2[nH]c1=O)OCO3)C(=S)Nc1ccccc1	-2	0	0	2	-368	5	-1	5
CC1CCCC(NC(=O)CC2Nc3ccccc3NC2=O)C1C (stereo unspecified)	10	-31	0	3	-465	6	-2	-7
O=C(C1CCN(S(=O)(=O)c2cnc[nH]2)CC1)N1CCn2c1nc1ccccc12	-3	2	-6	-2	7	-2	-1	-22
COC(=O)[C@@]12CCCCN1[C@H](c1ccc(-c3ccccc3)c(OC)c1)[C@H]1C(=O)N(C)C(=O)[C@H]12	-10	-1	-7	-14	12	-10	-7	31
CCCCOc1ccc(/C=c2\sc3ncnn3c2=O)cc1	3	1	-9	-12	4	2	-2	8
CC(NC(=O)CSCc1ccc(Br)cc1)c1ccccc1 (stereo unspecified)	5	2	0	9	4	-2	-4	4
CC(C)Oc1ccc(C2CC(=O)N(c3ccc(N(C)C)cc3)C2=O)cc1 (stereo unspecified)	2	2	2	-7	26	0	-3	-6
COCCCNC(=O)C1CCN(C(=O)c2cc3sccc3n2Cc2ccc(F)cc2)CC1	0	0	4	-17	8	8	-3	-11
Cc1ccccc1S(=O)(=O)Cc1ccc(C(=O)NC(C)c2ccc3c(c2)OCCO3)o1 (stereo unspecified)	2	-1	3	-9	-1	1	-7	-5
COc1ccc(OC)c(C(=O)COC(=O)CNC(=O)c2ccccc2)c1	-2	1	-7	5	-203	-8	-3	3
C/C(=N\NC(=O)c1cccc2ccccc12)c1ccccn1	-14	0	3	17	-2	-4	1	5
O=C(COC(=O)c1ccncc1)c1ccccc1	-8	-2	-23	-27	13	-15	-5	2
O=C(C[n+]1cc(-c2ccc(Cl)cc2)n2c1CCC2)N1c2ccccc2Sc2ccccc21	8	-5	-8	-8	20	-5	-3	10
COc1ccc(CC(=O)Nc2sccc2C#N)cc1S(=O)(=O)N1CCOCC1	10	-3	-5	-17	-7	-1	-5	1
CSCCC(NC(=O)COc1ccccc1)C(=O)N(C)CC(=O)Nc1c(C)cccc1C (stereo unspecified)	-4	2	-7	-13	32	15	-7	3
Cc1nn(CC(=O)Nc2ccc(N(C)C)cc2)c(C)c1[N+](=O)[O-]	6	2	-1	-6	13	3	-7	4
C/C(=N\NC(=O)c1cccc(S(=O)(=O)N2CCCC2)c1)c1ccc(OCC(=O)N(C)C)cc1	-6	0	-8	-10	8	14	-3	2
O=C(CCNC(=O)c1ccc([N+](=O)[O-])cc1)Nc1ccc(F)cc1F	-3	-1	-15	-17	30	-3	-5	-4
